From PubChem BioAssay
Eya2 phos inh – blocks the phosphatase activity of human Eya2. O00167. recombinant Eya2, OMFP fluorescence dephosphorylation (OMFP is methylfluorescein phosphate). Potency, µM (doses to about 76.9 µM), for inactives: at the top dose activity, negative = inhibition, most hits filed as inhibitors. actives 0.006% (n = 330,000). AID 488837; also: potency is read from the fitted curve at half-maximal effect; % is scaled to controls: 0 for no effect and ±100 for the full control effect
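Eya2 (0.2 uM) preincubated 10 min at ambient with compound, then OMFP substrate added at 50 uM; 10 min reaction in 50 mM HEPES pH 7.5, 50 mM NaCl, 5 uM MgCl2, 0.05% BSA, 1 mM DTT. Fluorescence read at Ex 485/Em 525 nm.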
TSHR antagonist – antagonists of human thyroid stimulating hormone receptor; P16473; TSHR-expressing cells, TSH-stimulated cAMP HTRF, 2 h; active compounds read low; activity change, negative = inhibition, % at 11.5 µM; actives 0.2% (n = 330,000); AID 504810;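 active = activity change below a set negative limit, meaning inhibition stronger than a set level, cut at about -70% in these data; inconclusive = activity change between two set negative limits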; also: % is scaled to controls: 0 for no effect and ±100 for the full control effect
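Cell-based HTRF cAMP assay; TSHR cells + compound, TSH EC80 (4nM final), 2 h, 37 deg C. Lysis with anti-cAMP cryptate and cAMP-d2, 30 min RT, read 665/620 nm.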
A-T KAP1 phos – potential ataxia-telangiectasia treatments restoring KAP-1 phosphorylation. AID 485349. Potency, µM (top dose mostly 57.5 µM), for inactives: at the top dose activation, usual class: activators. actives 0.19% (n = 320,000). […] A-T fibroblasts, KAP-1 phosphorylation AlphaLISA; neocarzinostatin DNA damage 30 min before lysis; also: potency is read from the fitted curve at half-maximal effect; % of control where 0% means no effect; nearly all actives have a fitted effect of over 45% in size
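hTERT-immortalized A-T patient fibroblasts ([…]), 500 cells/well in OPTI-MEM, 1% FBS, got compounds for 60 min, then NCS for 30 min at 37C. Lysates were then assayed for phospho-KAP-1 by AlphaLISA (anti-pKAP1 donor, anti-KAP1 acceptor beads), 6 hr at 25C.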
Mito fusion act – inhibitors of mitochondrial division or activators of mitochondrial fusion. S. cerevisiae fusion-defective mutant growth rescue, CellTiterGlo 48 h. Potency, µM (series often up to 46.1 µM), inactives show top-dose growth rescue (activation), actives largely listed as activators. actives 0.23% (n = 320,000). AID 485298;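 also: potency is read from the fitted curve at half-maximal effect; % of control where 0% means no effect; nearly all actives have a fitted effect of over 45% in size; temperature-sensitive fusion mutants such as fzo1-1 at 37 °C on non-fermentable ethanol glycerol medium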
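Temperature-sensitive fusion-defective S. cerevisiae (e.g. fzo1-1, mgm1-5) were grown with compound in YPEG medium (3% ethanol, 3% glycerol) for 48 hours at 37C. Growth rescue was measured as viability by CellTiterGlo luminescence after 10 minutes at ambient.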
KCNH2 3.1 inh – KCNH2 3.1 (human) potassium channel inhibition; U2OS KCNH2 3.1, thallium flux FluxOr; active compounds read low; activity change, % (tested at about 1.8 µM); actives 0.95% (n = 340,000); AID 720553;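 active = maximum activity change below -70%; inconclusive = maximum activity change from -70% to -50%; inactive = maximum activity change above -50%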;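 also: thallium influx rate constant from kinetic fluorescence after stimulation buffer; % is scaled to controls: 0 for no effect and ±100 for the full control effect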
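Thallium flux via FluxOr fluorescence (Red40 quencher, 45 min loading) in U2OS cells virally expressing the KCNH2 3.1 isoform (1.77 x 10^8 /mL virus, overnight at 37 C). Rate constants from 2-min kinetic reads post-stimulation, normalised to positive and negative controls.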
TRPV1 agonist – agonists of human vanilloid receptor 1 (TRPV1); Q8NER1; TRPV1-expressing cells, Fluo-8 calcium influx, agonist mode; activation, % at 8.33 µM; actives 0.19% (n = 320,000); in the data active = activation above about 80%; inconclusive = between about 30% and that limit; also: 0% is about no effect
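TRPV1-expressing cells were cultured overnight at 35.5C and loaded with Fluo-8 calcium dye for 40 to 90 min at room temperature. After a 10 s baseline, compound was added and calcium influx was read kinetically for 3 min (ex 480/em 520 nm).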
TCR act – activates T cell receptor signaling; primary human leukocytes, anti-CD3, IL-2 HTRF, 48 h; 330,000 tested, under 10 active; Potency, µM (series often up to 9.22 µM), without a hit: at the highest dose activation of IL-2 secretion, usual class: activators; AID 504894; also: % of control where 0% means no effect
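Primary human leukocytes receive a-CD3 beads and test compound and are incubated 48 hr. Secreted IL-2 is then assayed by HTRF, measuring 665nm acceptor emission after 320nm excitation of the europium donor.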
ELG1 DNA repair – inhibitors of ELG1-dependent DNA repair in HEK293T cells | actives 2.3% (n = 330,000) | HEK293T ELG1-luciferase reporter, luminescence, 16 h; DNA damage induced by 5-fluorouridine | Potency, µM (series often up to 46.1 µM), inactives show at the highest dose activity change, negative = inhibition, hits mostly inhibitors | AID 504467; also: potency is read from the fitted curve at half-maximal effect; % is scaled to controls: 0 for no effect and ±100 for the full control effect; nearly all actives have a fitted effect of over 55% in size
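HEK293T cells expressing luciferase-tagged ELG1 (2,000/well) received 5-Fluorouridine plus compound or DMSO for 16 hr at 37 °C. Luciferase was read by ONE-Glo luminescence after 30 min at room temperature.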
KCNH2 WT inh – inhibitors of human wildtype KCNH2 potassium channel; AID 720551; U2OS, BacMam KCNH2, thallium flux FluxOr; active compounds read low; activity change, % at 1.84 µM; Q12809; actives 0.37% (n = 340,000);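 active = maximum activity change below -70%; inconclusive = maximum activity change between -70% and -50%; inactive = maximum activity change above -50%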; also: % is scaled to controls: 0 for no effect and ±100 for the full control effect
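U2OS cells transduced with wild-type KCNH2 virus are loaded with FluxOr dye for 45 min, and thallium flux is measured in kinetic reads before and after stimulation buffer. Rate constants are normalized to DMSO controls.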
USP2a inh – USP2a (human) protease inhibition | actives 0.01% (n = 330,000) | Potency, µM (series often up to 38.3 µM), for inactives: at the highest dose activity change, negative = inhibition, most hits filed as inhibitors | O75604 | AID 463254 | USP2 core, Ub-CHOP2 coupled fluorogenic reporter, 485/531;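 also: potency is read from the fitted curve at half-maximal effect; plate controls were DMSO wells for no effect and full inhibition by NEM control for full effect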
Target sequence (O75604 whole entry, looked up): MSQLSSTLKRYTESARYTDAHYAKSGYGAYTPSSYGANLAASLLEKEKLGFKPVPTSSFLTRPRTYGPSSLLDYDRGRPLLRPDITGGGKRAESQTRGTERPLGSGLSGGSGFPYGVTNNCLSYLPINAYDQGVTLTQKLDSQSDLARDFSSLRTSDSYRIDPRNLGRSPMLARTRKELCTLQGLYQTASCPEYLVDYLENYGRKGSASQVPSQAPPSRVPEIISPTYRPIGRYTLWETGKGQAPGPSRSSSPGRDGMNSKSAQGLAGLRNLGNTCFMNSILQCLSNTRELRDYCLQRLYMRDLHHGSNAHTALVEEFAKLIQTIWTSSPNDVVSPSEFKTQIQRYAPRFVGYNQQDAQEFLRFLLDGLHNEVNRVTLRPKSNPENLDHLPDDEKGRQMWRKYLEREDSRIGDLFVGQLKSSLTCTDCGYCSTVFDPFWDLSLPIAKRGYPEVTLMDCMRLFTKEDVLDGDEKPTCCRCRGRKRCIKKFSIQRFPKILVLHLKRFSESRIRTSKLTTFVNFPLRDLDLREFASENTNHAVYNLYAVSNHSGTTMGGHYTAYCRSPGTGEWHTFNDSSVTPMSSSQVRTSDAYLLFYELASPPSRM
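Deubiquitinase activity read as fluorescence (485/531 nm) after Ub-CHOP2 cleavage activates the enterokinase reporter on its substrate; USP2 core 10nM, Ub-CHOP2 and substrate 25nM each, 30min compound preincubation then 60min RT; data normalized to NEM, curves fitted.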
Active calls of the source: *; ? = inconclusive; / = not tested or not shown; [ ] = dose if it differs, or a comment. Unless noted, calls follow the shape of the dose curve; as a rule, active = well fitted curve in the direction sought with a large enough effect; inconclusive = small, poorly fitted or top-dose-only effect, or another doubt; inactive = no such curve, though single readings can be large; an effect the other way counts as inactive or inconclusive. A portion of the library; the hit share may differ from the screen's.

SMILES	Eya2 phos inh	TSHR antagonist	A-T KAP1 phos	Mito fusion act	KCNH2 3.1 inh	TRPV1 agonist	TCR act	ELG1 DNA repair	KCNH2 WT inh	USP2a inh
O=C(Nc1cccc(C(F)(F)F)c1)Nc1ccc2[nH]c(=O)[nH]c2c1	-5.1%	-5.2	0.6%	-5.4%	8.5	?	5.0%	2.2%	-8.2	2.1%
CCCC(=O)NC(=S)Nc1ccc(Cl)cn1	11.5%	-6.7	16.7%	1.1%	-6.1	-1.3	-2.8%	?	-2.3	1.5%
Cc1cccc(-n2ncc3c(NCc4ccco4)ncnc32)c1	-7.2%	0.4	2.3%	16.9%	-9.0	4.8	-6.1%[46.1 µM]	?	1.5	-3.2%
C=C1C[C@@]23CCC4[C@@](C)(CCC[C@@]4(C)C(=O)O)C2CC[C@]1(O)C3 (stereo partly drawn)	10.3%	-12.7	-8.2%	-22.9%	-13.6	-0.7	3.1%	14.9%	-0.3	-0.8%
Cc1ccc2c(=O)cc(C(F)F)oc2c1	5.8%	4.9	1.5%	-4.3%	/	4.7	4.8%	29.2%	-12.7	5.2%
CCNC(=S)Nc1cc2oc3ccccc3c2cc1OC	-15.0%	-12.2	13.5%	2.0%	1.1	12.9	-8.7%	9.3%	-14.6	0.3%
O=c1[nH]cnc2nn(-c3ccccc3)nc12	-2.2%	-10.0	4.7%	1.5%	11.1	3.2	-3.6%	?	-1.2	-1.6%
COc1cccc(C(CC(=O)NCc2ccco2)NS(=O)(=O)c2ccc(C)cc2)c1OC (stereo not drawn)	8.0%	15.6	6.9%	-1.8%	-6.6	1.3	-5.6%	15.8%	-8.1	2.0%
Cc1ccc(/C=N/Nc2ccnc3cc(Cl)ccc23)c(C)c1	5.5%	-9.0	-2.5%	-25.8%	-41.1	?	3.1%[46.1 µM]	18.4µM*	8.9	0.5%
C=CCSc1nccc(-c2cc(Cl)sc2Cl)n1	7.8%	-8.4	/	-2.1%	8.7	-0.9	4.7%	7.7%	-6.6	-14.5%
Cc1ccc(NC(=O)CCN2C(=O)NC3(CCCC3)C2=O)cc1	16.8%	10.4	10.5%	-1.4%	4.5	3.4	-21.8%	4.7%	2.7	1.0%
CC(C)C(=O)Nc1cccc2nsnc12	3.6%	-5.2	4.6%	-0.8%	-1.6	6.7	/	?	-7.5	-3.2%
CN(CC(=O)NNC(=O)CNC(=O)c1ccccc1Cl)S(=O)(=O)c1ccc(Cl)cc1	-22.1%	32.7	2.6%	-5.3%	-10.5	-0.3	4.1%	7.0%	-5.9	1.5%
O=C(Cn1c(=O)c(=O)n(Cc2ccccc2)c2ccc(Cl)cc21)Nc1ccc(F)cc1F	-10.0%	-6.2	-1.3%	-3.0%	10.6	2.0	4.1%	-10.0%	2.9	1.4%
O=C(NC1CCCCCCC1)C1=COCCO1	-7.8%	-1.4	-2.4%	2.7%	-3.9	6.7	2.7%	?	2.7	-3.0%
COc1cccc(C2CC(=O)Nc3c2c(=O)[nH]c2ncnn32)c1 (stereo not drawn)	-2.3%	3.7	1.3%	3.4%	2.9	-2.5	5.8%	2.5%	2.6	1.4%
COCCNC(=O)C(C)OC(=O)c1cc2occc2n1C (stereo not drawn)	2.1%	25.6	0.7%	1.3%	3.3	3.6	1.6%	10.2%	1.4	0.7%
Cn1c(NC(=O)/C=C/c2c(F)cccc2Cl)cc(=O)n(C)c1=O	-2.2%	2.5	-8.9%	0.4%	12.2	24.3	1.9%	-6.2%	6.3	1.2%
COc1ccc(NC(=S)N(CCc2c(C)[nH]c3ccc(C)cc23)Cc2ccco2)cc1	-3.2%	6.7	4.4%	26.0%	-9.2	4.0	4.2%	?	-2.6	-6.9%
CC1(c2ccc(Cl)cc2)NC(=S)N2C1NC(=S)N2c1ccccc1 (stereo not drawn)	-4.5%	1.8	-14.1%	2.7%	14.1	10.7	10.8%	19.7%	5.7	0.0%
Cc1ccc(C)c(S(=O)(=O)N2CCN(C(=O)CSC(=S)N3CCCC3)CC2)c1	3.1%	-2.3	13.9%	2.0%	-5.7	5.4	0.6%	?	3.0	-1.8%
O=C(CN1C(=O)C2C3C=CC(C3)C2C1=O)NCCc1ccccc1 (stereo not drawn)	-2.7%	8.6	0.2%	-1.2%	-9.1	1.7	3.8%	?	22.0	1.7%
CCn1c(=O)cc(OCC(=O)NC2CCCCC2)c2ccccc21	-1.1%	-0.7	-5.8%	-7.4%	-13.5	9.0	3.5%	20.0%	0.7	0.4%
O=C(/C=C/c1ccc(O)c([N+](=O)[O-])c1)c1ccc2ccccc2c1	3.6%	?	-10.5%	4.1%	-12.7	-1.6	0.2%	2.5%	9.1	0.8%
CC(=O)N1c2ccc(Cl)cc2C2OCCC2C1c1ccco1 (stereo not drawn)	7.7%	-5.4	1.1%	3.3%	2.3	/	0.6%	-6.2%	1.2	-0.5%
Additional structures:
SMILES	Eya2 phos inh	TSHR antagonist	A-T KAP1 phos	Mito fusion act	KCNH2 3.1 inh	TRPV1 agonist	TCR act	ELG1 DNA repair	KCNH2 WT inh	USP2a inh
N#Cc1c(SCc2ccccc2)nc(N2CCOCC2)c2c1CCCC2	14.3%[15.4 µM]	19.5	19.3%	5.8%	10.2	3.9	-2.2%	?	8.2	1.4%
COC(=O)C(Cc1ccccc1)NC(=O)C12CC3CC(CC(C3)C1)C2 (stereo not drawn)	8.7%	-2.5	0.3%	-3.0%	-0.3	2.3	1.6%[46.1 µM]	5.8%	3.4	0.8%
COc1ccc(C(C)(C)C)cc1NC(=O)CCn1[nH]c(=O)ccc1=O	5.0%	5.6	5.8%	/	3.6	/	4.1%	17.0%	4.1	-1.1%
Cc1ccc(C(=O)n2nnc3ccccc32)cc1[N+](=O)[O-]	-6.3%	13.3	-5.8%	-6.7%	-0.4	8.1	-1.7%[46.1 µM]	20.7%	-1.5	3.8%
CCOc1cc(CNC2CCCC2)cc(Cl)c1OCc1ccccc1	-14.7%	11.5	-0.4%	-3.9%	8.6	1.1	10.3%	-16.5%	6.6	1.2%
CCn1nc(C(=O)Nc2ccc(C)c(C)c2)c(Cl)c1Cl	-10.6%	-10.6	19.9%	-2.5%	2.5	-3.2	0.4%	?	-4.0	-0.6%
CN(C(=O)c1cc2ccccc2o1)c1c(N)n(Cc2ccccc2)c(=O)[nH]c1=O	4.6%	-8.0	-12.6%	/	3.6	/	-1.4%	-24.5%	0.4	-0.2%
COc1ccc(C(=O)NC(C)c2cnn(-c3ccccn3)c2C)o1 (stereo not drawn)	2.9%	-11.2	3.4%	-1.2%	-1.3	0.4	3.3%	-2.5%	3.5	1.4%
Cc1ccccc1NC(=O)Cn1nc(C(=O)O)c2ccccc2c1=O	-9.7%	5.4	0.7%	-8.5%	1.3	-2.0	-0.8%	2.3%	-18.1	-0.3%
O=C(c1ccco1)N(Cc1cccs1)C1CCS(=O)(=O)C1 (stereo not drawn)	1.8%	12.7	0.3%	2.5%	-9.0	0.1	1.4%	-0.2%	22.6	-0.2%
CC(=O)Oc1c(-c2ccc(Br)o2)oc2ccccc2c1=O	-2.0%	13.4	9.6%	-4.3%	7.2	11.8	-7.6%	1.1%	-1.3	0.5%
COc1cccc(C(C2C(=O)CC(C)(C)CC2=O)C2C(=O)CC(C)(C)CC2=O)c1	-16.5%	-8.8	-0.1%	4.2%	13.7	-0.7	4.9%	16.7%	-13.5	-0.5%
O=C(Nc1cccc(F)c1)c1c(O)c2ccccc2[nH]c1=O	-2.5%	-11.4	-1.4%	-0.8%	4.9	-3.1	/	?	-2.4	-1.1%
O=C(/C=C/c1cccc(F)c1)NNC(=O)c1ccncc1	7.8%	2.1	-0.4%	-4.7%	-4.8	-2.4	0.7%	0.0%	-10.5	0.4%
O=c1ccn(Cc2ccccc2)c(=O)n1Cc1ccccc1	4.7%	-3.4	4.4%	3.8%	/	6.7	0.0%	-8.6%	6.6	3.3%
COc1ccc(Cl)cc1NC(=O)NN1CCN(C)CC1	-0.3%	8.3	18.7%	-8.6%	5.2	2.3	-2.5%	-9.8%	14.3	4.4%
CCOc1ccc(CN(C)C(=O)CCNC(=O)c2ccco2)cc1	6.0%	0.8	-5.1%	1.5%	-3.6	2.6	-6.4%	11.4%	1.0	-0.7%
CC(C(=O)NCCN1CCOCC1)c1ccc([N+](=O)[O-])cc1 (stereo not drawn)	-1.4%	-2.4	2.0%	-8.7%	9.3	-1.1	-6.0%[46.1 µM]	1.2%	-5.8	2.8%
COc1ccccc1C(=O)Nc1nnc(SCC(=O)NC2CCCC2)s1	-1.1%	-45.2	1.1%	1.1%	2.5	4.6	4.1%	?	-30.7	0.9%
